Screening data (PubChem)
NPR2 activator: human GC-B receptor activators, primary screen, HEK293 GC-B cells, cGMP TR-FRET, EC30 CNP; 0% at EC30 CNP, 100% saturating CNP; activation, % at 10 µM; 370,000 compounds, 0.11% hits; AID 1920062, 2024;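 active = activation at 10 µM reaching about 35% in either raw or pattern-adjusted values, limit read from the data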
DAX1 inh-1: DAX1 (NR0B1) inhibitors on StAR promoter, primary screen, cell-based, luminescence, SF-1 (NR5A1), full-length DAX-1 | HEK293T StAR-luciferase reporter, SF-1/DAX-1 repression relief | inhibition, % at 6.8 µM | 370,000 compounds, 1.1% hits | AID 652010, 2013;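 active = inhibition above the mean over all tested compounds plus 3 SD, cut at about 3.6% in these data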;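 also: 0% = DAX-1 cells with DMSO and 100% = cells lacking DAX-1 with DMSO; higher inhibition means more luminescence from relief of DAX-1 repression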
KLK7 zymogen act: proKLK7 zymogen activators, primary screen, biochemical, fluorescence intensity; Kallikrein-7 (Homo sapiens), P49862; purified proKLK7, EDANS-DABCYL substrate fluorescence; 100% is mature enzyme control, 0% vehicle; 370,000 compounds, 0.9% hits; activation, % at 7 µM;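 active = activation above the mean of all tested compounds plus 3 SD, computed per campaign excluding outliers beyond control limits, cut at about 13% in these data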
hcDAF-12 act: H. contortus DAF-12 nuclear receptor activators, primary screen, cell-based, luminescence, HEK293, lit1-tk-luc reporter; 370,000 compounds, 1.4% hits; HEK293 hcDAF-12 lit1-tk-luc reporter; 0% DMSO, 100% Δ7-dafachronic acid; activation, % at 6.8 µM;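 active = activation above the mean of all tested compounds plus 3 SD, cut at about 5.5% in these data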;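 also: 100% = response to 3 µM Δ7-dafachronic acid high control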
ssDAF-12 act: S. stercoralis DAF-12 nuclear receptor activators, primary screen, cell-based, luminescence, HEK293, GRIP1 co-expression, lit1-tk-luc; AID 652126, 2013; Nuclear hormone receptor DAF-12 (Strongyloides stercoralis); HEK293 ssDAF-12/GRIP1 lit1-tk-luc reporter; % of 3 µM dafachronic acid response; 370,000 compounds, 1% hits; activation, % at 6.8 µM;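 active = activation above the mean over all tested compounds plus 3 SD, cut at about 0.9% in these data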;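 also: 0% = DMSO-only wells and 100% = 3 µM delta7-dafachronic acid wells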
NPR1 activator: GC-A stimulated cGMP production enhancers – HEK293 GC-A cells, cGMP TR-FRET, EC30 ANP, primary screen | activation, % at 10 µM | 370,000 compounds, 0.14% hits | AID 1671463, 2021 | 0% at EC30 ANP, 100% saturating ANP | Atrial natriuretic peptide receptor 1 (Homo sapiens), P16066; in the data active = activation above about 40%
Target sequence (P16066 whole entry, looked up): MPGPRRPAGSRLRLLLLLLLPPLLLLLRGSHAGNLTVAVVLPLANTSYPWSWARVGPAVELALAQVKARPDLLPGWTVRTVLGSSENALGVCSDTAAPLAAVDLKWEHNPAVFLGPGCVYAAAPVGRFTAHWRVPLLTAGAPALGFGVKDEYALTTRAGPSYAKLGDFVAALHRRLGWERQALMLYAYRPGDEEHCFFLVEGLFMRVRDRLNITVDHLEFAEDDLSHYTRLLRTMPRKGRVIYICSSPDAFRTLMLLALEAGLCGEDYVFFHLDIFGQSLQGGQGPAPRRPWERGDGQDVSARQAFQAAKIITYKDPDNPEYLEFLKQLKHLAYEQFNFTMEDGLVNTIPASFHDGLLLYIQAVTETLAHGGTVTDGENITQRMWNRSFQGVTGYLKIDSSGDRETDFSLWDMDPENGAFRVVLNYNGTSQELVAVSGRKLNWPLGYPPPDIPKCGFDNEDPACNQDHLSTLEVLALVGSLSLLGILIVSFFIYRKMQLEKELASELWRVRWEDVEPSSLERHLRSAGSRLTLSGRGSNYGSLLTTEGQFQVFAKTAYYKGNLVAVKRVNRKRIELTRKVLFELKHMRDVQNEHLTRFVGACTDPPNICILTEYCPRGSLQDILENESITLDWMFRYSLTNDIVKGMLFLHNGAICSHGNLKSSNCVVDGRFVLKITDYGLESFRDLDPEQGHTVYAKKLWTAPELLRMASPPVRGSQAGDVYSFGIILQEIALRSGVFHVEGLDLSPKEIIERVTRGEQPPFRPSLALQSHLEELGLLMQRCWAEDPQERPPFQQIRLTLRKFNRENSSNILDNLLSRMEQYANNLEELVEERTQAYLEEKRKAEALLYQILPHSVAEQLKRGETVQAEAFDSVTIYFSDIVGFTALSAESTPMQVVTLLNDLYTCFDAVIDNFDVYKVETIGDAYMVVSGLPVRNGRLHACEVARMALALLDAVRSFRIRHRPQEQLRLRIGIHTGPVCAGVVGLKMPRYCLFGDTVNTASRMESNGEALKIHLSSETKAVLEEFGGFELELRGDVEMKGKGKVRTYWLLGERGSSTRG
sPLA2-III inh: human group III sPLA2 inhibitors, primary screen, biochemical, QFRET, BODIPY PC-A2 liposome substrate | 370,000 compounds, 0.56% hits | Group 3 secretory phospholipase A2 (Homo sapiens), Q9NZ20 | AID 743126, 2013 | inhibition, % at 12.2 µM | QFRET BODIPY PC-A2 liposome hydrolysis, fluorescence;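 active = inhibition above mean plus 3 SD of compounds lying within the high and low control bounds, cut at about 19% in these data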;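 also: 0% = median of test compound wells and 100% = no enzyme DMSO wells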
hgDAF-12 ag: H. glycines DAF-12 receptor agonists, primary screen, cell-based, luminescence, HEK293, GAL4 fusion, UAS-luciferase; HEK293 GAL4-hgDAF12 UAS-luciferase reporter, agonist luminescence; normalized to butyrate control; activation, % at 6.8 µM; 370,000 compounds, 1.8% hits; AID 687014, 2013;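 active = activation above a cutoff set at the mean of all screened compounds plus 3 SD, cut at about 10% in these data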;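 also: 0% = DMSO wells and 100% = sodium butyrate wells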
GAA850 FXN act: FXN promoter activators, primary screen, cell-based, luciferase luminescence, HEK293 lucGAA850 | HEK293 lucGAA850 FXN promoter luciferase reporter, 24 h; percent of 10 µM SAHA response | activation, % at 6 µM | 360,000 compounds, 0.56% hits | AID 540364, 2011;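 active = activation above the average of all compounds screened plus 3 SD, cutoff fixed separately per campaign, cut at about 7.5% in these data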;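 also: 0% = DMSO wells and 100% = 10 µM SAHA wells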
SMARCA2 activ: SMARCA2 (BRM) function activators, primary screen, cell-based, luminescence, high throughput | MG213 cells, MMTV-luciferase reporter, dexamethasone, overnight | activation, % at 9.1 µM | 370,000 compounds, 1% hits | AID 652017, 2013; in the data active = activation above about 7.8%;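 also: 0% = vehicle wells and 100% = reference activator wells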
DAX1 inh-2: DAX1 (NR0B1) inhibitors, primary screen, cell-based, HEK293, Gal4-DAX1, luciferase luminescence; HEK293 Gal4-DAX1 luciferase reporter; inhibition, % at 6.75 µM; Nuclear receptor subfamily 0 group B member 1 (Homo sapiens), P51843; 340,000 compounds, 0.99% hits; AID 504766, 2011;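 active = inhibition above the mean over all tested compounds plus 3 SD, cut at about 4.2% in these data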;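 also: 0% = DAX1-transfected cells with DMSO and 100% = empty-vector control cells with DMSO; inhibition shows as a rise in luminescence from relieved DAX1 repression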
* hit, by the source's call; nt = not tested or not shown.

Value order: DAX1 inh-2, hgDAF-12 ag, ssDAF-12 act, DAX1 inh-1, NPR1 activator, GAA850 FXN act, sPLA2-III inh, KLK7 zymogen act, hcDAF-12 act, NPR2 activator, SMARCA2 activ
1) CCc1ccc(C2CC(c3ccccc3C)n3nc(N)nc3N2)cc1 (stereo unspecified)
    3.1, -1.2, -0.7, -0.5, 4, 1.1, 6, 0.8, 0.9, 1, 1
2) CCOc1cccc(C2C(C(=O)c3ccc(C)o3)=C(O)C(=O)N2c2nnc(C)s2)c1 (stereo unspecified)
    -0.2, 1.9, -0.8, 6.5*, 3, -0.1, 3, 0.0, 0.9, -3, -3
3) Cc1cccc(NS(=O)(=O)c2cccc(C(=O)NCCCN3CCOCC3)c2)c1
    -0.3, -0.5, -1.2, 1.9, 2, -1.1, 0, 0.6, 0.5, 1, 2
4) CCN(CC)S(=O)(=O)c1cc(C(=O)OCC(=O)Nc2cccc(S(=O)(=O)N(C)C)c2)ccc1F
    -1.3, -0.2, -1.6, 0.7, -1, -0.4, -18, -0.4, 0.2, 7, -3
5) CCCCNC(=O)OC1CCS(=O)(=O)C1 (stereo unspecified)
    0.1, 0.0, -1.3, -0.4, -3, 0.7, 1, 0.6, -1.7, 1, -1
6) N#CC[n+]1cc(-c2ccc(Cl)cc2)n2c1CCC2
    0.1, 1.8, -0.7, -0.4, 1, 0.0, 3, -1.1, -0.3, 0, -2
7) O=C(Nc1ccc(Cl)cc1)c1ccc(CN2CCc3ccccc3C2)cc1
    -4.4, -3.4, -1.5, -0.9, -1, 1.0, 20*, 0.4, -1.2, -6, -3
8) O=C1NC(c2cccc3ccccc23)Nc2ccc(Cl)cc21 (stereo unspecified)
    -2.1, -4.5, -0.9, -1.0, -10, -3.4, -3, 0.7, 3.3, -8, -5
9) Cn1cc(SCC(=O)N2CCN(c3ccccc3)CC2)c2ccccc21
    0.3, 1.2, -0.9, -0.6, -12, 0.1, 6, 0.6, 2.0, -8, -1
10) COc1ccc(-n2nc([N+](=O)[O-])c(=NCCc3ccc(C)cc3)n2O)cc1
    0.9, -2.3, -0.7, -0.4, 1, 2.7, 14, 0.3, -1.8, -2, -2
11) O=C(/C=C\c1cn(-c2ccccc2)nc1-c1cccs1)N1CCOCC1
    -2.2, -0.7, -1.6, -1.8, -4, -0.5, -24, 5.0, -3.0, 1, -4
12) Cn1c(=O)c2cc(S(=O)(=O)NC(C(=O)N3CCCCCC3)c3ccccc3)ccc2n(C)c1=O (stereo unspecified)
    -0.2, 1.0, -1.1, -0.9, 1, -4.0, 5, -0.4, -0.9, 4, -2
13) COc1ccc2c(c1)nc(NCCO)n2C
    0.5, 1.1, -0.7, 0.3, -2, 0.8, 0, -0.1, 0.0, 1, 1
14) COc1ccc(NC(=O)Nc2nnc([C@@H]3C[C@H](O)[C@@H](CO)O3)s2)cc1
    nt, 0.8, 0.0, -0.3, 5, -1.3, 9, -0.1, -0.3, 6, 0
15) CNC(=O)[C@@]1(Cc2ccccc2)C=C[C@@H](C)N1C(=O)OC
    1.0, 1.6, -1.1, 0.4, 1, 0.0, 12, -0.3, -1.3, 5, 2

Continuation:
Value order: DAX1 inh-2, hgDAF-12 ag, ssDAF-12 act, DAX1 inh-1, NPR1 activator, GAA850 FXN act, sPLA2-III inh, KLK7 zymogen act, hcDAF-12 act, NPR2 activator, SMARCA2 activ
16) COCCn1c(SCC(=O)N2CCCC2=O)nc2sc(C)c(C)c2c1=O
    -1.1, -0.3, -1.2, 0.8, 2, 1.3, -8, 0.3, -1.2, 3, 2
17) Cc1ccc(N(C(=O)c2nsc(Cl)c2Cl)C(C(=O)NC2CCCC2)c2ccc(O)cc2)cc1C (stereo unspecified)
    0.1, 0.1, -1.0, 0.0, -34, 9.5*, -18, 0.5, 4.8, -15, -1
18) CCn1c(SCCOc2ccc(OC)cc2)nnc1C(CO)NC(=O)c1ccc(OC)cc1 (stereo unspecified)
    -1.1, -1.8, -1.1, -1.4, 5, 0.6, -12, -0.5, -1.6, 6, -1
19) O=c1ccc2c(-c3ccccc3)c3ccc(O)cc3oc-2c1
    0.4, -1.7, -1.2, -0.1, 1, 0.1, -471, 25*, 1.6, 4, -1
20) O=S(=O)(c1ccc(Cl)cc1)N1CCC(N2CCOCC2)CC1
    -0.2, 0.6, -1.7, 0.0, 2, -1.1, 1, 0.1, -0.9, -2, 3
21) Cc1nc2ccccc2n2c(O)c(CC(=O)O)cc12
    -0.3, 3.5, -1.2, 1.1, -16, 0.5, -12, -3.1, 0.8, -3, -3
22) CC(NC(=O)c1ccc(NC(=O)CC2SC(N3CCCC3)=NC2=O)cc1)c1ccc(S(N)(=O)=O)cc1 (stereo unspecified)
    -0.3, -0.3, -1.2, -1.2, 0, -0.6, -11, 0.4, -0.4, 2, -1
23) COc1ccc2c(c1)/C(=C/c1cc(OC)c(OC)c(OC)c1)C(=O)N2
    -3.0, -2.5, -1.4, -5.1, -5, -1.4, -3, 0.1, -1.9, -5, 1
24) Cc1noc(C)c1NC(=O)N1CCN(Cc2ccccc2)CC1
    0.5, 2.1, -1.1, 0.3, -1, 1.2, -3, 0.0, -2.2, 3, -1
25) COc1cccc(CC(C(=O)Nc2cc(C)ccc2C)c2nn[nH]n2)c1OC (stereo unspecified)
    -0.2, 0.1, -0.9, -0.1, -1, -1.1, 0, -0.1, -1.1, 3, 0
26) COC(=O)CCN(C1CCCCC1)S(=O)(=O)c1ccc(S(=O)(=O)N2CCCCC2)cc1
    0.6, 0.3, -0.9, 0.2, 1, -0.2, 4, -0.5, 5.8*, 6, 0
27) O=C1c2ccccc2C(=O)N1CCCCn1c(=O)oc2ccccc21
    0.8, 1.4, -1.4, -0.2, -9, 1.9, 1, 0.1, -0.6, 0, -1
28) CN(Cc1nc(-c2cccs2)no1)CC(O)c1ccccc1 (stereo unspecified)
    1.1, 3.6, -0.2, 0.5, 3, 4.2, -1, 0.3, 2.0, 3, 4
29) O=c1[nH]c2cc(Cl)ccc2c(O)c1-c1cccc(Oc2ccccc2)c1
    -0.6, -0.1, -0.9, 0.8, 2, 0.7, 10, 0.6, -2.4, -3, -1
30) CCN(CC)S(=O)(=O)c1ccc(C)c(NC(=O)/C=C/c2cccs2)c1
    -1.9, -4.1, -1.2, -1.2, 4, 0.6, -12, 0.0, 0.2, -2, -5

Other results:
Value order: DAX1 inh-2, hgDAF-12 ag, ssDAF-12 act, DAX1 inh-1, NPR1 activator, GAA850 FXN act, sPLA2-III inh, KLK7 zymogen act, hcDAF-12 act, NPR2 activator, SMARCA2 activ
31) Cc1ccc(C)c(N(CC(=O)NCCc2ccccc2)C(=O)CCC(=O)Nc2ccccn2)c1
    0.1, -1.0, -1.5, -0.4, -8, -2.8, -11, 0.5, -2.1, 2, -1
32) O=S(=O)(c1ccccc1)N(CC1CO1)c1cccc2ccccc12 (stereo unspecified)
    nt, -5.3, -0.1, -1.1, 0, -1.7, -5, 0.0, -0.9, -2, 0
33) O=C(O)CCNC(=O)/C(=C/c1ccco1)NC(=O)c1ccco1
    1.3, 6.9, -0.5, -0.2, 3, 0.7, -2, 1.4, 1.9, 6, 0
34) Cc1ccc(OCC(=O)Nc2nnc(S(=O)(=O)N3CCCCCC3)s2)cc1
    0.8, -0.9, -1.4, 1.1, 8, -0.8, -7, 0.5, -1.8, 1, -2
35) CN(C)C(=O)CSc1nc(-c2ccccc2)c(-c2ccccc2)o1
    -1.0, -0.3, -1.2, -1.3, -36, 1.1, -10, -0.2, -1.0, -8, -3
36) O=C(NCCCN1CCc2ccccc2C1)C1CCN(c2nnc(-n3cccc3)s2)CC1
    2.5, 4.5, -1.1, -0.7, 3, -1.9, 5, -0.2, -0.7, -1, -3
37) COc1ccc(CCNS(=O)(=O)c2ccc(Cl)s2)cc1OC
    2.6, -1.2, -1.3, -0.9, 7, 2.7, -5, -0.8, -0.5, 4, -1
38) O=C1c2ccccc2S(=O)(=O)N1CC(O)COc1ccc(Cl)cc1 (stereo unspecified)
    -1.1, 0.3, -0.6, -0.1, 11, 1.6, -5, -0.6, 0.2, 1, -5
39) CCc1nn(C(C)C(=O)Nc2cccc(C)c2C)c(=O)c2cc3occc3n12 (stereo unspecified)
    -0.7, -2.6, -1.7, 1.0, 4, -3.7, -2, -0.7, -2.4, -1, 0
40) COc1ccc(CCNC(=O)c2nnc(Cc3ccc(Cl)cc3)o2)cc1OC
    -1.3, -3.9, -1.1, -1.5, 4, -1.1, 1, 0.0, -2.4, 0, -2
41) CC(Sc1ccc2c(c1)OCCO2)C(=O)Nc1ncc(Cl)cc1Cl (stereo unspecified)
    -0.9, -3.1, -1.8, -1.0, 0, -4.4, -3, -0.6, -0.5, -1, -6
42) c1ccc(C2CC3CC(c4ccccc4)N2O3)cc1 (stereo unspecified)
    1.1, 0.3, -1.1, -0.4, 3, 0.2, 0, 0.8, 1.4, -2, -3
43) Cc1cc(NC(=O)C(C)SCC(=O)N(C)Cc2ccccc2F)no1 (stereo unspecified)
    -0.6, 1.1, -1.5, 1.1, 1, -1.9, 13, 0.1, -0.7, 0, 3

Profiles as entered above. Order of screens: DAX1 inh-2	hgDAF-12 ag	ssDAF-12 act	DAX1 inh-1	NPR1 activator	GAA850 FXN act	sPLA2-III inh	KLK7 zymogen act	hcDAF-12 act	NPR2 activator	SMARCA2 activ
`c1ccc(C2CC3CC(c4ccccc4)N2O3)cc1` (stereo unspecified) in the list: 1.1	0.3	-1.1	-0.4	3	0.2	0	0.8	1.4	-2	-3
`O=C(NCCCN1CCc2ccccc2C1)C1CCN(c2nnc(-n3cccc3)s2)CC1` in the list: 2.5	4.5	-1.1	-0.7	3	-1.9	5	-0.2	-0.7	-1	-3
